High-throughput results as filed in PubChem BioAssay.
Vif-APOBEC3G blk = Vif-A3G binding inhibition; 0.076% of 410,000 active; HeLa A3G-eYFP + Vif (tagged APOBEC3G with the HIV-1 protein that degrades it), YFP fluorescence, overnight; Potency, µM (series often up to 46.1 µM), without a hit: at the top dose activity, negative = active, usual class: inhibitors; AID 602310;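 note: potency is the fitted concentration of half-maximal effect; % is set by controls: 0 for no effect and ±100 for the full control effect; nearly all actives have a fitted effect of over 60% in size; hits raise eYFP signal because A3G escapes Vif-driven loss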
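Read-out is eYFP fluorescence (Ex 488/Em 500-530) from Vif-expressing HeLa A3G-eYFP cells; more signal means A3G escaped Vif-mediated degradation. Cells plated overnight, compound pinned in, incubated overnight at 37 deg C.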
USP1-UAF1 inh = USP1/UAF1 (human) deubiquitinase inhibition; O94782; recombinant USP1/UAF1, Ub-Rhodamine cleavage fluorescence; Potency, µM (titrated, usually from 57.1 µM), inactives show at the highest dose activity change, negative = inhibition, usual class: inhibitors; 0.23% of 390,000 active; AID 743255; note: potency is the fitted concentration of half-maximal effect; % is set by controls: 0 for no effect and ±100 for the full control effect; nearly all actives have a fitted effect of over 60% in size; inactives centre near -12
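USP1/UAF1 complex (1 nM) preincubated 15 min at room temperature with compound, then Ub-Rho substrate (150 nM final) added. Kinetic fluorescence at 480/540 nm over 6 reads at 60 s intervals; 50 mM HEPES pH 7.8, 0.5 mM EDTA, 0.1 mg/ml BSA, 1 mM TCEP, 0.01% Tween-20.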
Vif-APOBEC3F blk = Vif-A3F binding inhibition. HeLa A3F-eYFP + Vif (tagged APOBEC3F with the HIV-1 protein that degrades it), YFP fluorescence increase. Potency, µM (top dose mostly 46.1 µM), for the others: top-dose activity, negative = active. 0.2% of 390,000 active; note: potency is the fitted concentration of half-maximal effect; % of control where 0% means no effect; nearly all actives have a fitted effect of over 65% in size
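HeLa cells stably expressing A3F-eYFP plus Vif, plated and incubated overnight at 37 deg C, then exposed to compounds overnight at 37 deg C. Blocked degradation read as raised yellow fluorescence (Ex 488/Em 500-530).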
LDHA inh = LDHA (human) enzyme inhibition. activity change, % (values are at about 110 or 230 µM). AID 1347041. 0.15% of 480,000 active. P00338. purified LDHA, NADH/diaphorase-resazurin fluorescence; active compounds read low; in the data active = activity change below about -30%; inconclusive = mostly about -25% to -30%;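 note: plate controls were DMSO wells for no effect and wells without enzyme for full effect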
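Remaining NADH was detected by diaphorase (0.133 mg/mL) converting 37 µM resazurin to fluorescent resorufin, read at 0 and 20 minutes. The preceding 5-minute room-temperature reaction used 2 nM LDHA, 0.2 mM sodium pyruvate and 0.06 mM NADH at pH 7.4.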
IDH1 R132H inh = blocks human mutant IDH1 R132H enzyme | O75874 | IDH1-R132H enzyme, NADPH consumption, diaphorase/resazurin fluorescence | Potency, µM (highest dose often 76.6 µM), without a hit: top-dose activity change, negative = inhibition, actives largely listed as inhibitors | 0.093% of 390,000 active | AID 602179; note: potency is the fitted concentration of half-maximal effect; % is set by controls: 0 for no effect and ±100 for the full control effect; nearly all actives have a fitted effect of over 65% in size
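IDH1-R132H (0.5 ug/mL) preincubated 30 min with compound, then NADPH (0.016 mM) and alpha-KG (2 mM) added; 80 min at RT, pH 7.5. Remaining NADPH coupled via diaphorase/resazurin to fluorescence (540/590 nm); concentration-response curves normalized to no-enzyme control.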
TrxR1 substrate = rat thioredoxin reductase 1 substrate activity. purified TrxR1 substrate turnover, NADPH consumption readout. 0.01% of 390,000 active. Potency, µM (highest dose often 114 µM), for the others: top-dose activity change, negative = substrate turnover. O89049. AID 588456; note: potency is the fitted concentration of half-maximal effect; % is set by controls: 0 for no effect and ±100 for the full control effect; nearly all actives have a fitted effect of over 50% in size
Target sequence (O89049 whole entry, looked up): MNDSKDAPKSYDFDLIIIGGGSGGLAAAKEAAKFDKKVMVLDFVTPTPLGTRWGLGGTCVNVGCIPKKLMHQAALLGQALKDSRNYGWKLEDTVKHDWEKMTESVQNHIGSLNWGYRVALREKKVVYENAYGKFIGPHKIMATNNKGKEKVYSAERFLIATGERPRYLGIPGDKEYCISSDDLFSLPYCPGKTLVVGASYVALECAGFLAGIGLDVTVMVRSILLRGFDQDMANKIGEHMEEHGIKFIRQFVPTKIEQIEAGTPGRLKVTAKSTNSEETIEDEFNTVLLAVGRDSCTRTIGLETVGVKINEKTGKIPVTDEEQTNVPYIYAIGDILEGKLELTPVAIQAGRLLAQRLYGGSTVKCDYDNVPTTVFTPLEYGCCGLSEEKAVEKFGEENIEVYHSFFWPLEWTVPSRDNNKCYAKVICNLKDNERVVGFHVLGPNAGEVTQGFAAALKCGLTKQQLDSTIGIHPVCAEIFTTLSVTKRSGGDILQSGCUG
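Rat TrxR1, dispensed at 90 nM, was prereduced with 400 uM NADPH (final) for 5 min at ~22 deg C, then incubated with compound 15 min before 400 uM selenite. A first-read NADPH fluorescence drop versus no-compound background flagged substrates.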
RXFP1 ag = RXFP1 (human) receptor agonism; Q9HBX9; HEK293T-RXFP1 cAMP TR-FRET, 30 min; response scale: percent of porcine relaxin response, buffer zero; Potency, µM (doses to about 57.5 µM), for the others: top-dose activation, hits mostly activators; 0.3% of 370,000 active; note: potency is the fitted concentration of half-maximal effect; % is set by controls: 0 for no effect and ±100 for the full control effect; nearly all actives have a fitted effect of over 60% in size; many of its hits are not listed in these tables
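HEK293 cells stably expressing RXFP1, treated 30 min at 37C with compounds plus PDE4 inhibitor Ro 20174; cAMP measured by HTRF TR-FRET. Normalized to buffer and 29 nM porcine relaxin; EC50 by Hill fit.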
PI4K2A inh = inhibitors of human PI4K2A. Q9BTU6. purified PI4K2A, ADP-Glo luminescence, 1 h; active compounds read low. activity change, negative = inhibition, % at 76.9 µM. 0.13% of 420,000 active. AID 1346378; in the data active = activity change below about -50%; inconclusive = mostly about -30% to -49%;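 note: -100% = wells without enzyme as full effect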
Target sequence (Q9BTU6 whole entry, looked up): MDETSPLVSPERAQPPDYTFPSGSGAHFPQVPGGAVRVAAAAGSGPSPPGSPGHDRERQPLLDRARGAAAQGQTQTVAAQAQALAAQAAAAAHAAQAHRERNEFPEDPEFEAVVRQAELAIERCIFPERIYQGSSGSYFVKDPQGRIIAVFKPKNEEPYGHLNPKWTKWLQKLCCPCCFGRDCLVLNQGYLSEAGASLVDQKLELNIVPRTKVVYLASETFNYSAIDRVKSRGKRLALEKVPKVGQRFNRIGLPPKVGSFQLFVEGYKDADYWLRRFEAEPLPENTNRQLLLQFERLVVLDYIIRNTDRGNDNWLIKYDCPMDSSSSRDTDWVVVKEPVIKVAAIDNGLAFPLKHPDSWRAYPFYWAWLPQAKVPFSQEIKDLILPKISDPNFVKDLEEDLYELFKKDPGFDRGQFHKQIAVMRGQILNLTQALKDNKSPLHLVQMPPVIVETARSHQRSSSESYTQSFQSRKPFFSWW
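Compounds are screened against recombinant PI4K2A using PI as substrate and ATP, the latter dispensed at 300 microM. Reactions run one hour at ambient temperature before ADP-Glo detection; full inhibition defined by wells lacking enzyme.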
GRP78 ERSR act = induces the endoplasmic reticulum stress response in human glioma cells; 0.02% of 420,000 active; U87-MG GRP78 promoter luciferase reporter, 16 h; AID 602332; Potency, µM, for the others: at the highest dose activation, most hits filed as activators; note: potency is the fitted concentration of half-maximal effect; series mostly up to about 76 µM; % of control where 0% means no effect; nearly all actives have a fitted effect of over 35% in size
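Stably transfected U87-MG glioma cells carrying a GRP78-based luciferase sensor; 16 h compound incubation. Luminescence end-point read 10 min after Bright-Glo addition at room temperature.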
An asterisk follows results filed as active; ? = inconclusive; · = no result given; & = joins results of further samples; [ ] = dose if it differs, or a comment. Unless noted, calls come from the whole dose curve; as a rule, active = well fitted curve in the direction sought with a large enough effect; inconclusive = small, poorly fitted or top-dose-only effect, or another doubt; inactive = no such curve, though single readings can be large; an effect the other way counts as inactive or inconclusive. Not all compounds are listed; count on the stated rates, not on these rows.

Second line of a record – Vif-APOBEC3G blk, USP1-UAF1 inh, Vif-APOBEC3F blk, LDHA inh, IDH1 R132H inh, TrxR1 substrate, RXFP1 ag, PI4K2A inh, GRP78 ERSR act
FC(F)(F)c1ccccc1NC(=S)Nc1cccc(Cl)c1
  -1%, -16%, 12%, -6, 1%, 12%, -1.0%, 6, -1%
CCOc1ccc(NS(=O)(=O)c2coc(C(N)=O)c2)cc1
  -3%, -8%, 1%, -5, 4%, 7%[57.1 µM], 1.5%, -3, -4%
O=C(Cn1cc(C(F)(F)F)cc(Cl)c1=O)Nc1ccc(N2CCOCC2)cc1
  -3%, -9%, -8%, -2, 2%, 3%[57.1 µM], -0.5%, 0, -2%
CC1(C)CC(=O)C(N=Nc2c(Cl)cc(Cl)cc2Cl)=C(O)C1
  -7%, -5%, 2%, -9, 8%, -1%, 1.6%, -3, -2%
O=S1(=O)CCOC(CO)CN1Cc1ccc(Cl)c(Cl)c1 (configuration not stated)
  3%, -26%, 5%, 0, 8%, 3%, ·, 1, 1%
S=C(Nc1cccc(Cl)c1)N1CCN(Cc2ccccc2)CC1
  -8%, -18%, 5%, 4, 12%, -7%, 3.3%, 6, -2%
O=C(COC(=O)c1cccc(-n2cnnn2)c1)c1ccc(F)c(F)c1
  5%, -9%, -2%, -5, -6%, ·, ·, 4, 1%
Nc1nc(-c2ccccc2)c(CCCOc2ccc([N+](=O)[O-])cc2)c(=O)[nH]1
  -1%, -5%, 3%, -15, -1%, -5%, ·, -6, -2%
CCOc1ccc(-c2nnn(CC#N)n2)cc1OC
  ?, -20%, -2%, 0, 5%, 4%, 0.3%, 13, -2%
O=C(NCc1cccs1)c1ccc2c(c1)ncn2C1CCCC1
  -1%, 3%, -5%, 1, 1%, 2%, 0.5%, -3, 2%
O=S(=O)(NC1CCCCC1N1CCOCC1)c1ccc(Cl)cc1 (configuration not stated)
  0%, -10%, 1%, -6, 10%, 3%, 2.1%, 1, -4%
CCOc1ccc(-c2nnc3ccc(SCC(=O)N4CCN(c5ccccc5)CC4)nn23)cc1
  0%, -15%, -15%, -1, 4%, 14%, ·, 1, 1%
CN(CC(=O)Nc1ccccc1)CC(=O)Nc1ccc(F)cc1
  -1%, -26%, 0%, -9, 1%, -4%, -1.7%, 1, -2%
COc1ccc(COC(=O)C2=C(C)NC(=O)NC2c2ccc(O)cc2)cc1 (configuration not stated)
  -5%, -22%, 0%, 0, -1%, -10%, 2.2%, 1, -8%
COC(=O)CN1C(=O)COc2ccc(S(=O)(=O)NCc3ccccc3)cc21
  1%, -12%, 4%, 0, 3%, -1%, -1.3%, 3, -1%
CCOC(=O)C1(Cc2cccc(OC)c2)CCN(Cc2ccc(C)s2)CC1
  0%, 3%, -16%, 3, 2%, 2%[57.1 µM], -1.9%, 4, 1%
CC(C)CN(CC(C)C)S(=O)(=O)c1ccc(C(=O)Nc2sc3c(c2C(N)=O)CC(C)(C)NC3(C)C)cc1
  -16%, -10%, 0%, 0, -11%, -6%[57.1 µM], 1.7%, 2, -7%
COc1ccccc1CNC(=O)[C@@H]1CCCN1C(=O)C1CCN(S(=O)(=O)c2ccc(C)cc2)CC1
  2%, -4%, 4%, -6, 3%, 14%, 3.3%, -1, -4%
CCN(CC)S(=O)(=O)c1ccc(C(=O)Nc2ccc(Cc3ccncc3)cc2)cc1
  6%, -9%, 8%, -16, -6%, -8%, -0.1%, -4, -2%
O=S(=O)(NCCCCCCNS(=O)(=O)c1c(F)cccc1F)c1ccc2c(c1)OCCO2
  2%, ·, -3%, 0&-3, ·, -1%, 2.5%, -1, -3%

Next part.
Second line of a record – Vif-APOBEC3G blk, USP1-UAF1 inh, Vif-APOBEC3F blk, LDHA inh, IDH1 R132H inh, TrxR1 substrate, RXFP1 ag, PI4K2A inh, GRP78 ERSR act
CC(C)(C)c1ccc(C(CC(=O)O)NC(=O)CSc2ccccc2)cc1 (configuration not stated)
  -8%, 6%, -10%, -9, -4%, -4%[57.1 µM], 0.4%, -6, 0%
CCc1nc2cc([N+](=O)[O-])c([N+](=O)[O-])cc2[nH]1
  0%, -21%, 1%, -8, 11%, 3%, 0.1%, 0, -4%
COc1cccc(Nc2nnc(SCc3nc4ccccc4s3)s2)c1
  -1%, -8%, -11%, -8, 0%, -5%, 2.6%, -2, 1%
O=C1C2C3C=CC(C3=C(c3ccccc3)c3ccccc3)C2C(=O)N1Cc1ccccc1 (configuration not stated)
  -1%, -8%, 4%, 1, 1%, -2%, 2.3%, 1, -3%
CCCCN(CC)CCNc1c(N2CCN(C(=O)OCC)CC2)c(=O)c1=O
  0%, 2%, 2%, 3, 9%, -6%, 0.6%, 1, -2%
O=C(NCCO)C(=O)Nc1c2c(nn1-c1ccc(F)cc1)CSC2
  -2%, -4%, 2%, 4, 0%, 8%[57.1 µM], 3.8%, -6, -4%
CC(C)N(Cc1ccccc1)C(=O)CCS(=O)(=O)c1ccc2c(c1)oc(=O)n2C
  0%&3%, -17%&-17%, 0%&-2%, -4&-13, 0%&29%, 3%&-6%, 2.4%&-1.2%, -3&-1, -2%&-4%
NS(=O)(=O)c1ccc(N2C(=O)C3C4CC(C(Br)C4Br)C3C2=O)cc1 (configuration not stated)
  -1%, -24%, 4%, -59*, 7%, 1%[57.1 µM], 0.6%, 2, -4%
COc1ccc(CC(=O)Nc2sc3c(c2C(=O)Nc2cccc(Cl)c2)CCCCC3)cc1
  -9%, ?, 0%, 8, -24%, -16%, 9.7%, 2, -10%
CCCn1c(N)c(C(=O)COC(=O)CNC(=O)c2ccccc2OCC)c(=O)[nH]c1=O
  -1%, -3%, -13%, -5, -9%, 11%, 0.9%, 6, -2%
CC(=O)c1ccc(-n2nnnc2SCC(=O)Nc2sc(C)c(C)c2C#N)cc1
  1%, -19%, -2%, -1, -8%, -3%, -0.3%, -1, -1%
Cc1cccc(-n2nc3c(c2NC(=O)c2ccc(S(=O)(=O)N4CCOCC4)cc2)CSC3)c1C
  -7%, -18%, 3%, -7, 2%, -2%, -0.4%, 4, 2%
COc1ccc2nccc(C(N)=O)c2c1
  4%, -16%, 2%, -8, 8%, 185%[activator], 3.5%, 6, 5%
Cc1ccc(C)c(N2CCN(C(=O)CCc3nc(-c4ccccc4C(F)(F)F)no3)CC2)c1
  -2%, -21%, -4%, 5, 8%, -5%, ·, -1, 5%
O=C(NN1C(=O)/C(=C/C=C/c2ccco2)SC1=S)c1ccncc1
  -7%, ?, -9%, 15, -9%, -7%, 1.3%, ?, -5%
Fc1cccc2sc(Nc3nnc(-c4ccco4)o3)nc12
  ?, -4%, 5%, -6, 3%, 12%[57.1 µM], 4.6%, -23, 5%
Cc1ccc([N+](=O)[O-])cc1NC(=S)NC(=O)c1c(Cl)cnn1C
  4%, -24%, -7%, 1, 6%, 5%, 4.7%, -3, -3%
O=C(NCc1ccco1)/C(=C/C=C/c1ccccc1)NC(=O)c1ccco1
  0%, -17%, 1%, -16, -10%, -12%, 0.3%, 5, -3%
COc1ccc(S(=O)(=O)N(C)c2ccc(C(=O)N3CCOCC3)cc2)cc1OC
  0%, -7%, 1%, -2, -3%, 9%, 1.1%, 2, 2%
CCc1noc(C)c1C(=O)N1CCC(CCC(=O)Nc2cccc(OC)c2)CC1
  0%, -22%, 6%, -2, -14%, 5%, -0.5%, -3, 5%

Of the compounds above, these contain a CF3 group:
Second line of a record – Vif-APOBEC3G blk, USP1-UAF1 inh, Vif-APOBEC3F blk, LDHA inh, IDH1 R132H inh, TrxR1 substrate, RXFP1 ag, PI4K2A inh, GRP78 ERSR act
FC(F)(F)c1ccccc1NC(=S)Nc1cccc(Cl)c1
  -1%, -16%, 12%, -6, 1%, 12%, -1.0%, 6, -1%
O=C(Cn1cc(C(F)(F)F)cc(Cl)c1=O)Nc1ccc(N2CCOCC2)cc1
  -3%, -9%, -8%, -2, 2%, 3%[57.1 µM], -0.5%, 0, -2%
Cc1ccc(C)c(N2CCN(C(=O)CCc3nc(-c4ccccc4C(F)(F)F)no3)CC2)c1
  -2%, -21%, -4%, 5, 8%, -5%, ·, -1, 5%

Later entries.
SMILES	Vif-APOBEC3G blk	USP1-UAF1 inh	Vif-APOBEC3F blk	LDHA inh	IDH1 R132H inh	TrxR1 substrate	RXFP1 ag	PI4K2A inh	GRP78 ERSR act
COc1ccc2c(c1)C=CC1(O2)N(CCO)c2ccccc2C1(C)C (configuration not stated)	-16%	-24%	0%	4	5%	-6%[57.1 µM]	2.8%	9	-9%
Cc1ccc(Cl)cc1N1CCN(C(=O)COc2ccc3c(c2)CCC3)CC1	-3%	?	0%	-1	-8%	4%	1.0%	5	-3%
CCCCNC(=O)C(=O)Nc1cc2c3c(c1)CCC(=O)N3CCC2	3%	-13%	1%	-11	-11%	8%	1.0%	-5	-5%
CC(C)(C)c1ccc2c(c1)C(c1ccc3c(c1)OCO3)CC(=O)O2 (configuration not stated)	-2%	-26%	-1%	6	9%	-2%	·	-4	1%&-5%
O=C(Cn1c(=O)sc2ccccc21)NCCOc1ccccc1F	-1%	-4%	-6%	-8	5%	-8%	-3.3%	5	1%
